Compound activity deposited in PubChem by several laboratories.
GlmU inhibition: inhibition of mycobacterial GlmU enzyme – biochemical, glucosamine-1-phosphate acetyltransferase (AID 1376) | Bifunctional protein GlmU (Mycobacterium tuberculosis (strain ATCC 25618 / H37Rv)) | M. tuberculosis GlmU acetyltransferase enzyme assay; higher % means a stronger effect | inhibition, %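 (tested at 30 µM in the primary screen)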, or IC50 in µM where a hit was titrated | 0.25% of 220,000 active; in the data active = inhibition above about 13%; inconclusive = no clear call, values can overlap the other calls;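 note: 0% = complete reaction with vehicle and 100% = reaction without substrate; strong numbers were not always called active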
RmlCD inh 1536: M. tuberculosis RmlC/RmlD coupled enzyme inhibitors, primary screen, biochemical, compound mixtures, 384-well, from 1536-well plates; dTDP-4-dehydrorhamnose reductase (Mycobacterium tuberculosis (strain ATCC 25618 / H37Rv)) …; RmlC+RmlD coupled enzyme assay, percent inhibition; primary screen in compound mixtures; inhibition, % at 3.6 µM; 0.03% of 160,000 active; AID 1533, 2009; in the data active = inhibition mostly above about 34%, no sharp cut-off; inconclusive = no clear call, values can overlap the other calls; inactive = mostly below about 22%; note: some results filed as inactive read as strong as hits
Target sequence (P9WH09 whole entry, looked up): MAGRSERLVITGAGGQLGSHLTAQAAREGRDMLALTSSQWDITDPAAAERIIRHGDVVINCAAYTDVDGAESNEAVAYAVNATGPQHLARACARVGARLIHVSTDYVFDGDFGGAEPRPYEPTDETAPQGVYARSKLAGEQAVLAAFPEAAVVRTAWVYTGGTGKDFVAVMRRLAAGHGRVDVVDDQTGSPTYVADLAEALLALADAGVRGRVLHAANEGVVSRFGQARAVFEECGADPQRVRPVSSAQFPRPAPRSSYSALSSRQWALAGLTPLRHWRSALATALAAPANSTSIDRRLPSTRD
Target sequence (P9WH11 whole entry, looked up): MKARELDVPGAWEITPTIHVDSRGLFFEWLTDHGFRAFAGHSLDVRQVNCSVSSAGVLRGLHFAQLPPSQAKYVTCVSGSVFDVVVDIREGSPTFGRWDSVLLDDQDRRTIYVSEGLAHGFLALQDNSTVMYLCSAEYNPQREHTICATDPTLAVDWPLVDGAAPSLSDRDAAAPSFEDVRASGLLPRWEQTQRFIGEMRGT
An asterisk follows results filed as active; ? = inconclusive; / = not tested or not shown; & = joins results of further samples.

SMILES	GlmU inhibition	RmlCD inh 1536
O=C(NCC1CCCO1)c1ccc(NS(=O)(=O)c2cccs2)cc1 (stereo unspecified)	7.4%	5
COC(=O)C1=C(C)NC(C)=C(C(=O)OCC(C)C)C1c1ccccc1[N+](=O)[O-] (stereo unspecified)	5.0%	/
CCn1c(-c2ccccc2O)n[nH]c1=S	-2.0%	16
Fc1ccc2nc(Nc3nc4c(s3)CCCC4)sc2c1	3.3%	-9
COc1ccc(S(=O)(=O)NC(CC(=O)NCCc2ccc(OC)c(OC)c2)c2ccco2)cc1 (stereo unspecified)	8.7%&-2.5%	9
CCOC(=O)c1ccc(NC(=O)CSc2nc(SC)ns2)cc1	-2.1%	8
CC(C)Sc1nc2c(c(=O)[nH]1)C(c1cccs1)C1=C(CC(C)(C)CC1=O)N2 (stereo unspecified)	0.9%	7
COC(=O)c1cc(NC(=O)CSc2nnc(CN3CCOCC3)n2C)ccc1Cl	7.2%	/
COC(=O)c1cc2ccsc2n1Cc1cc(=O)n2ccccc2n1	2.4%	11
COc1ccc(NC(=O)C2CCCN2C(=O)NCc2ccccc2)c(OC)c1 (stereo unspecified)	-1.7%	-6
C=CCN1C(=O)C2(C(C(=O)OCC)=C(N)Oc3c2c(=O)oc2ccccc32)c2ccccc21 (stereo unspecified)	4.2%	/
CC1(C)CC(=O)C(C=NCCN2CCN(C(=O)c3ccc(F)cc3)CC2)=C(O)C1	6.4%	/
CC(C)[C@H](Nc1nc(-c2ccccc2)nc2c1oc1ccccc12)C(=O)O	-2.2%	/
CCc1ccc(S(=O)(=O)NCc2csc(-c3cccnc3)n2)s1	-3.1%	7
Cc1cc2nc(-c3ccc(SCC(=O)N4CCc5ccccc54)nc3)[nH]c2cc1C	-5.4%	-1
O=C(c1sccc1Cl)N1CCN(Cc2ccc3c(c2)OCO3)CC1	0.2%	1
CCCn1nc(NC(=O)c2cccs2)c2cc3cccc(C)c3nc21	4.2%	-9
CCOC(=O)c1sc(NC(=O)Nc2ccc(Cl)cc2)cc1C	-4.2%	0
CCOc1ccc2c(C)c(C(=O)O)oc2c1OCC	-2.2%	32
Cc1ccc(CSc2nnc(SCC(=O)N/N=C/C=C/c3ccccc3[N+](=O)[O-])s2)cc1	0.0%	6
Cc1ccc(-c2nnc(Nc3ccc4c(c3)OCO4)c3ccccc23)cc1S(=O)(=O)NCCO	1.4%	7
CCOC(=O)C1(C)/C(=N/Nc2ccccc2)C(=O)C(=O)N1c1ccccc1 (stereo unspecified)	4.1%	/
Cn1cc(C(=O)N/N=C/c2ccc(Br)c([N+](=O)[O-])c2)c2ccccc21	3.5%	4
O=C(NNC(=S)NC(=O)c1cccnc1)c1ccccc1	-2.1%	/
CC(C)Nc1cc(C(F)(F)F)nc(-c2ccccn2)n1	-3.8%	4
CCOC(=O)c1cn2ccc(C)cc2n1	-1.0%	-8
C=C(C)C1CCC(C)=C1COC(=O)Nc1ccccc1 (stereo unspecified)	0.7%	/
Cc1nnc(Sc2cc(C(=O)NC3CC3)c3ccccc3n2)s1	0.2%	2
COc1ccc(-n2c(C)cc(/C=C3/SC(=O)N(CC(=O)N4CCOCC4)C3=O)c2C)cc1	3.1%	-7
COc1ccc2nc(NC(=O)c3cccc(S(=O)(=O)N4CCOCC4)c3)sc2c1	0.1%	/
Fc1ccc(-c2nc3ccccn3c2NCc2ccc3c(c2)OCO3)cc1	-3.8%	-3
CCn1c(CNC(=O)Cc2ccc(OC)cc2)n[nH]c1=S	/	-9
O=[N+]([O-])c1ccccc1OCc1nc(-c2cccs2)no1	1.3%	4
CCc1ccc(OCC(=O)c2c(O)c3ccccc3oc2=O)cc1	-1.0%	-13
CNC(=S)N1CCN(C(=O)c2ccco2)CC1	2.1%	-7
CN=C1c2c(-c3ccccc3)c3cc(OC)ccc3n2CCN1C	-1.8%	1

Of the compounds above, these have a thiophene ring, fused or not:
SMILES	GlmU inhibition	RmlCD inh 1536
O=C(NCC1CCCO1)c1ccc(NS(=O)(=O)c2cccs2)cc1 (stereo unspecified)	7.4%	5
CC(C)Sc1nc2c(c(=O)[nH]1)C(c1cccs1)C1=C(CC(C)(C)CC1=O)N2 (stereo unspecified)	0.9%	7
COC(=O)c1cc2ccsc2n1Cc1cc(=O)n2ccccc2n1	2.4%	11
CCc1ccc(S(=O)(=O)NCc2csc(-c3cccnc3)n2)s1	-3.1%	7
O=C(c1sccc1Cl)N1CCN(Cc2ccc3c(c2)OCO3)CC1	0.2%	1
CCCn1nc(NC(=O)c2cccs2)c2cc3cccc(C)c3nc21	4.2%	-9
CCOC(=O)c1sc(NC(=O)Nc2ccc(Cl)cc2)cc1C	-4.2%	0
O=[N+]([O-])c1ccccc1OCc1nc(-c2cccs2)no1	1.3%	4

Next records follow.
SMILES	GlmU inhibition	RmlCD inh 1536
Cc1ccc(S(=O)(=O)N(CCC#N)C2CCCCC2)c2nsnc12	-0.4%	-12
CCCCC(OC(=O)c1cc2occc2n1C)C(=O)NCC1CCCO1 (stereo unspecified)	2.4%	8
CCOc1ccc(Br)cc1CSC(=N)N	-1.0%	5
O=C(Nc1ccc(Cl)c(Cl)c1)N1CCC(N2CCCCC2)CC1	0.5%	7
Cc1cc(C)cc(N2CCCn3c2nc2c3c(=O)n(CCN3CCOCC3)c(=O)n2C)c1	2.4%	-1
O=C(CN1CCOCC1)Nc1ccccc1Sc1ccc(Cl)cc1	2.4%	/
COC(=O)c1c(NC(=O)C2C3C=CC(CC3)C2C(=O)O)sc(C)c1C (stereo unspecified)	8.5%	-3
Cc1ccc(Cl)cc1N1CCN(C(=O)CCS(=O)(=O)c2cccc3nonc23)CC1	1.5%	-13
CCCS(=O)(=O)N1CCCC(C(=O)N2CCC3(CC2)OCCO3)C1 (stereo unspecified)	-1.4%	-8
COc1ccc(NC(=O)Cn2c(-c3ccccc3)cc(C(C)=O)c2C)c(OC)c1	-9.1%	-5
COc1ccc(NC(=O)CSC2=C(C#N)C(c3ccco3)C(C(=O)Nc3nc4ccccc4s3)=C(C)N2)cc1 (stereo unspecified)	2.9%	/
NC(=O)CS(=O)C(c1ccccc1)c1ccccc1 (stereo unspecified)	/	9
Cn1cc[n+](C)c1P(=S)(c1ccccc1)c1ccccc1	6.8%	-7
O=C(COc1ccccc1[N+](=O)[O-])Nc1cccnc1	-0.8%	-11
CC(=O)NCCc1nc2cc(NC(=O)c3ccccc3)ccc2n1C	-3.4%	-16
COc1ccc(/C=C/C(=O)c2ccncc2)c2ccccc12	3.9%	/
CCOC(=O)C1CCN(CC(=O)Nc2cc(C)nn2-c2nc3ccccc3s2)CC1	/	11
Cc1c(CCO)c(=O)n(-c2ccccc2)n1S(=O)(=O)c1ccc(F)cc1	0.6%	10
C[N+](C)=C1SCC(C)(/C=N/O)S1 (stereo unspecified)	-1.9%	-2
Cc1ccc(Nc2nnc(SCC(=O)c3cc4ccccc4o3)s2)cc1C	-3.0%	/
COC(=O)c1ccc(NC(=S)Nc2ccccn2)cc1	3.1%	3
Cc1nnc(SCCN2CCOCC2)n1C	1.4%	/
CC(=O)/C(C(=N)N1CCN(Cc2ccccc2)CC1)=C(\C)O	1.0%	/
CCN(CCCNC(=O)CN1C(=O)COc2ccccc21)c1cccc(C)c1	-1.9%	6
CCOC(=O)c1c(C)sc2c1N(C(=O)CN(CC)CC)c1cc(Cl)ccc1S2	-0.3%	-4
CCn1c(SCC(=O)N2CCCC2)nnc1-c1ccc(N)cc1	-2.8%	-11
COc1cc(C2c3c(n[nH]c3C)C(=O)N2c2ccc(Br)cc2)ccc1O (stereo unspecified)	-1.6%	-8
Cc1ccc(C)c2[nH]c(=O)c(CCNC(=O)c3cc4ccccc4o3)cc12	0.8%	6
COC(=O)c1sccc1NC(=O)COc1cccc(C)c1	-1.8%	/
O=C(NCC1CCCO1)C(c1ccc(F)cc1)N(C(=O)Cn1nnc(-c2ccc(F)cc2)n1)c1cccc(O)c1 (stereo unspecified)	0.4%	2
CC(/C=N/NC(=O)Cn1nccc1C)=C\c1ccc(C(C)C)cc1	5.2%	-5
CCCCC(=O)Nc1c(C)cc(C)cc1Cl	-2.4%	-3
NC(=O)c1sc(=S)n2c1[nH]c(=O)c1sccc12	-0.3%	-1
CN1CCN(C(=S)Nc2ccccc2Cl)CC1	7.2%	14
O=C(NC(=Nc1ccccc1)N1CCOCC1)Nc1ccccc1	4.7%	4
COc1ccc2c(c1)S/C(=C\C(=O)c1ccncc1)N2C	-0.5%	/

As entered above.
CCn1c(SCC(=O)N2CCCC2)nnc1-c1ccc(N)cc1 | GlmU inhibition: -2.8%
COC(=O)c1sccc1NC(=O)COc1cccc(C)c1 | GlmU inhibition: -1.8%

New compounds follow:
SMILES	GlmU inhibition	RmlCD inh 1536
CCOc1ccccc1N1CCN(C(=O)c2c(-c3ccccc3Cl)noc2C)CC1	1.1%	2
NC(=O)CC(NC(=O)c1ccc(Br)cc1)c1ccc(NCCc2ccc(F)cc2)c([N+](=O)[O-])c1 (stereo unspecified)	2.5%	-11
Cc1cc2ncn(C(=O)c3c(-c4ccccc4Cl)noc3C)c2cc1C	6.7%	7
Cc1nn(CCC#N)c(NC(=O)c2ccc(Cl)cc2)c1P(=O)(Nc1ccc([N+](=O)[O-])cc1)N1CCOCC1 (stereo unspecified)	6.0%	-3
O=C(CN(c1cccc(C(F)(F)F)c1)S(=O)(=O)c1ccc(Cl)c([N+](=O)[O-])c1)NCc1ccc(F)cc1	-4.4%	9
CN(C)C(=O)c1ccc2c(c1)C1C3CCC(C3)C1C(c1ccccc1)N2 (stereo unspecified)	-7.3%	/
CCCC(=O)c1ccc(N2CCCC2)c(F)c1	5.4%	/
CN(C)S(=O)(=O)Oc1ccc(C(=O)Nc2ccc([N+](=O)[O-])cc2)cc1	-4.0%	-5
O=C(c1ccc(-n2c(SCc3cc(F)ccc3F)nc3ccccc3c2=O)cc1)N1CCOCC1	1.1%	?
O=C(COC(=O)Cc1ccccc1)NC12CC3CC(CC(C3)C1)C2	-1.5%	/
O=C(Nc1cccc2c1N(C(=O)c1ccco1)CCC2)c1ccco1	1.0%	3
CC(C1CC1)N(C(=O)c1ccccc1[N+](=O)[O-])c1ccccc1 (stereo unspecified)	0.7%	-12
CC(=O)c1cccc(NC(=S)NC(=O)c2ccccc2C)c1	-3.0%	-7
CCC(C)C(NS(=O)(=O)c1ccc(C)cc1)C(=O)NCCN1CCOCC1 (stereo unspecified)	1.3%	/
C=CCN(c1ccccc1C(=O)NCC(=O)O)S(=O)(=O)c1ccccc1C	2.5%	4
COc1cc(/C=C(\C#N)c2nc3ccccc3[nH]2)cc(Br)c1OCc1ccc(F)cc1	-4.9%	/
O=C(O)CC1=C(Nc2ccccc2)C(=O)N(c2ccccc2)C1c1ccc(Cl)cc1 (stereo unspecified)	1.8%	13
COc1ccc(CC(=O)Nc2ccc(-c3noc(-c4cc(OC)c(OC)c(OC)c4)n3)cc2)cc1	-3.2%	/
O=Cc1ccc(-n2nncc2-c2ccc([N+](=O)[O-])cc2)cc1	-1.3%	20
O=C(COC(=O)/C=C/c1cccc(Cl)c1)NCCC1=CCCCC1	-2.2%	-7
Cc1ccnc2nc(C(=O)OCCOc3ccccc3)nn12	0.5%	/
COCCNC(=O)C12CC3CC(CC(Cl)(C3)C1)C2	-1.3%	5
Cn1c(=O)c2ncn(CC(=O)Nc3nc(-c4ccc(Cl)cc4)cs3)c2n(C)c1=O	-3.2%	1
CCOC(=O)c1nn(-c2ccc(OCC)cc2)c(C)c1C(C)=O	-4.0%	-7
O=C1C2CC=CCC2C(=O)N1c1nc2n(n1)C(c1ccccc1)CC(c1ccccc1)N2 (stereo unspecified)	1.0%	9
COc1ccccc1N1CCN(C(=O)C2CCN(S(=O)(=O)c3ccc(Cl)cc3)CC2)CC1	4.3%	2
Cn1nnc(NC(=O)c2cccc(OCc3ccccc3)c2)n1	-7.1%	3
Cc1nc(N2CCOCC2)[nH]c(=O)c1C(O)C(Cl)(Cl)Cl (stereo unspecified)	-0.4%	-3
Cc1cc(N2C(=O)C3C4CC(c5ccccc5)C(C4)C3C2=O)no1 (stereo unspecified)	0.8%	-1
CCC(C)NC(=O)C(=O)NC1CCCC1 (stereo unspecified)	1.2%	/
O=C1/C(=C/c2cccnc2)N=C2CCCCCN12	-7.3%	5
O=C(O)COc1c(Cl)cc(/C=C2/NC(=O)NC2=O)cc1Br	3.8%	6
Cc1cc(Cl)ccc1OCCCC(=O)NCc1ccncc1	1.5%	/
CCCSc1nc2c(=O)[nH][nH]c(=O)c2n1Cc1ccccc1	7.2%	/
Cc1cc2ncn(-c3nnnn3-c3ccccc3)c2cc1C	-0.6%	-11
Cc1sc2nc(SCC(=O)N3CCOCC3)[nH]c(=O)c2c1C	3.8%	-9

Full records from above. Values in the order: GlmU inhibition | RmlCD inh 1536
CCC(C)NC(=O)C(=O)NC1CCCC1 (stereo unspecified) is entered as 1.2% | /
Cn1nnc(NC(=O)c2cccc(OCc3ccccc3)c2)n1 is entered as -7.1% | 3
O=C(O)COc1c(Cl)cc(/C=C2/NC(=O)NC2=O)cc1Br is entered as 3.8% | 6
Cc1cc(Cl)ccc1OCCCC(=O)NCc1ccncc1 is entered as 1.5% | /

Next part:
SMILES	GlmU inhibition	RmlCD inh 1536
CCOC(=O)C(C)Sc1nc2c(c(-c3cccs3)c1C#N)CCC2 (stereo unspecified)	0.7%	4
Cc1cccc(NC(=O)NC(=O)c2ccccc2)n1	3.0%	/
COc1ccc(OC)c(N/C(C)=C/C(=O)c2ccccc2)c1	-5.0%	/
Nc1nc2ccc(C(=O)NCCOC(=O)C3CCCCC3)cc2s1	-1.7%	2

This is a subset (hit frequency here may not be typical).
